From PubChem
FBW7 activator: human FBW7 E3 ligase activation, primary screen. AID 1259310. Q969H0. AlphaScreen FBW7–phospho-cyclin E peptide binding, activator screen. normalized activity (activation), % at 26.1 µM. 0.13% of 650,000 active; in the data active = normalized activity above about 1.9%;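 also: purified mutant Fbw7 with reduced substrate affinity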
GPR151 ag: activates the human receptor GPR151; activation, % at 11.2 µM; AID 1508602; 1% of 650,000 active; PathHunter beta-arrestin GPR151 cells, luminescence; in the data active = activation above about 4.9%;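 also: 0% = median of compound wells and 100% = cells with positive control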
Target sequence (Q8TDV0 whole entry, looked up): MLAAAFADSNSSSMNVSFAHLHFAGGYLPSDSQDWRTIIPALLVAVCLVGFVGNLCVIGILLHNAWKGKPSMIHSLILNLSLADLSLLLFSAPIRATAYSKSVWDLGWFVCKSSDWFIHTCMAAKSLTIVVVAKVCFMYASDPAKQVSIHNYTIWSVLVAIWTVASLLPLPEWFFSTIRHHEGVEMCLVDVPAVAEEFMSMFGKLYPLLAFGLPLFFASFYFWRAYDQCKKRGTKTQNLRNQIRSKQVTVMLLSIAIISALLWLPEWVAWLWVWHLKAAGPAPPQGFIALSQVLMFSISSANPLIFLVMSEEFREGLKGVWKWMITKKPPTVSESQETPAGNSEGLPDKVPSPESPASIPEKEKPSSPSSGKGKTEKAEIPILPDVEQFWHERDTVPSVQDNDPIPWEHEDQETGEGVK
TEAD-YAP inh: TEAD-YAP interaction inhibition. inhibition, % at 9.12 µM. 1.4% of 640,000 active. HEK-TIYL cells, TEAD-Gal4/YAP UAS-luciferase luminescence. AID 1259422; in the data active = inhibition above about 32%;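 also: 0% = median of test compound wells and 100% = reference inhibitor wells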
MITF primary: blocks human microphthalmia-associated transcription factor; O75030; AlphaScreen MITF homodimerization, bead proximity signal; inhibition, % at 2.6 µM; 0.91% of 650,000 active; AID 1259374; in the data active = inhibition above about 50%;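 also: 0% = vehicle wells with protein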
Target sequence (O75030 whole entry, looked up): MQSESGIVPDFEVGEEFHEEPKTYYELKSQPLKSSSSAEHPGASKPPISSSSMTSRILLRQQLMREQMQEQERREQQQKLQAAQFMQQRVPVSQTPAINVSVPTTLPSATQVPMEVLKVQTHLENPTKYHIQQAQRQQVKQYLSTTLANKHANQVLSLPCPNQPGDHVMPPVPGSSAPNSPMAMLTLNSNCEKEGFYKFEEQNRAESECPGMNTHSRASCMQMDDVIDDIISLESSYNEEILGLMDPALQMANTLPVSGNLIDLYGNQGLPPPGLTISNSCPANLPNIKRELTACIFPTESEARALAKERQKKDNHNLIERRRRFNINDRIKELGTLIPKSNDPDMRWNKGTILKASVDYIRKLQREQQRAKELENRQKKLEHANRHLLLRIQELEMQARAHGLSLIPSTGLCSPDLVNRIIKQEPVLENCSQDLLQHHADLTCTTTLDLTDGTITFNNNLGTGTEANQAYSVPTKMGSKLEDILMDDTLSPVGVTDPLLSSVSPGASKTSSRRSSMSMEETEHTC
An asterisk follows results filed as active; & = joins results of further samples; ! = not confirmed by another sample.

compound	FBW7 activator	GPR151 ag	TEAD-YAP inh	MITF primary
CCCNc1cc(-c2cccc(C(C)=O)c2)nc(N)n1	0.4	-0.7	-44	23
CCOC(=O)c1cc(-c2ccccc2)sc1NC(=O)CSc1nc(C)nc2sc(-c3ccccc3)cc12	-0.2	0.5	3	0
Cc1nc(=S)c2cnn(-c3ccccc3)c2[nH]1	0.0	-0.2	3	29
Cc1cc(S(=O)(=O)Nc2c(C)n(C)n(-c3ccccc3)c2=O)ccc1F	0.3	-0.4	8	10
CC12CCC(C(=O)OC3CCCN/C3=C/[N+](=O)[O-])(OC1=O)C2(C)C (stereo not drawn)	0.0	2.0	0	-1
COc1ccc(CC(=O)NC(C)C23CC4CC(CC(C4)C2)C3)cc1 (stereo not drawn)	0.0	0.4	-2	-7
O=C(Nc1cccc(Cl)c1)N1CCN(c2ncccc2C(F)(F)F)CC1	0.1	0.1	-18	-11
Cc1cnc(Nc2ccc(C(F)(F)F)cc2)nc1NC1CC1	0.3	0.8	-10	-5
CCN(CC(=O)Nc1ccc(C(F)(F)F)cc1)S(=O)(=O)c1ccc2ccccc2c1	0.0	-0.8	13	-4
Cc1ccc(C)c(OCC(=O)Nc2ccc(NC(=O)c3ccco3)cc2)c1	0.4	-0.4	3	1
CCOc1cc(C2C(C(=O)OC)=C(C)NC(C)=C2C(=O)OC)ccc1OCC#N	-0.1	2.5	0	5
O=C(Nc1ccc2c(c1)C(=O)NC2=O)c1ccc(Cl)cc1	0.0	-1.2	-7	5
CCn1nnc(NC(=O)c2ccc(Cl)c(Cl)c2)n1	0.1	-0.6	-21	7
O=C(CC1Sc2ccccc2NC1=O)Nc1ccc([N+](=O)[O-])c(F)c1 (stereo not drawn)	0.4	-0.2	18	8
CCOC(=O)/C(C)=C(\C)NCCN/C(C)=C(\C)C(=O)OCC	-0.4	0.9	-2	5
CS(=O)(=O)c1ccc(C(=O)OCc2csc(-c3ccccc3)n2)cc1[N+](=O)[O-]	-0.2	-0.5	5	14
CN(C)CC(=O)N(C)C(Cc1ccccc1)C1CCN(C(=O)C2CC=CCC2)CC1 (stereo not drawn)	0.1	-1.0	0	14
Nc1nccnc1C(=O)OCC(=O)c1ccc2c(c1)OCCO2	-0.3	-7.8	-25	1
COc1cccc(C2=NN(S(C)(=O)=O)C(c3cc4ccc(OC)cc4nc3Cl)C2)c1 (stereo not drawn)	0.2	-0.8	-8	9
CCOC(=O)C(C)CC(C)C(=O)N1CCOCCN(C(=O)C(C)CC(C)C(=O)OCC)CCOCC1 (stereo not drawn)	0.1	0.0	15	11

Arranged by length of the SMILES (smallest number first): 3 of the compounds above
compound	FBW7 activator	GPR151 ag	TEAD-YAP inh	MITF primary
CC12CCC(C(=O)OC3CCCN/C3=C/[N+](=O)[O-])(OC1=O)C2(C)C (stereo not drawn)	0.0	2.0	0	-1
CCN(CC(=O)Nc1ccc(C(F)(F)F)cc1)S(=O)(=O)c1ccc2ccccc2c1	0.0	-0.8	13	-4
COc1cccc(C2=NN(S(C)(=O)=O)C(c3cc4ccc(OC)cc4nc3Cl)C2)c1 (stereo not drawn)	0.2	-0.8	-8	9

(list continues)
compound	FBW7 activator	GPR151 ag	TEAD-YAP inh	MITF primary
CC(=O)c1ccc(NC(=O)c2ccc3c(c2)C(=O)N(c2cccc(C)c2C)C3=O)cc1	0.1	-0.5	6	-9
COc1ccc(NC2CC(=O)N(c3ccccc3F)C2=O)cc1 (stereo not drawn)	0.8	0.2	-1	14
O=C(O)C1C2CC=CC2c2cc(Oc3ccccc3)cc3c2N1CC1CC=CC31 (stereo not drawn)	2.3*	0.1	-2	0
COc1cc(NS(=O)(=O)c2ccc(NC(=O)c3ccco3)cc2)ncn1	-0.1	-0.9	-7	6
O=C(O)c1cccc(-c2cnc3ccc(NCc4ccc5c(c4)OCO5)nn23)c1	-0.2	1.0	-1	0
CN(C)c1cccc(Nc2ncc(C(=O)NCc3nc4ccccc4[nH]3)s2)c1	-0.2	0.0	-5	2
CCOC(=O)C1=C(C)NC2=C(C(=O)C(C(=O)OCC)C(c3ccccc3OC)C2)C1c1ccc(Cl)cc1 (stereo not drawn)	-0.3	-0.1	10	-2
CCOc1cc(C2C3=C(CCCC3=O)OC3=C2C(=O)CCC3)cc(Br)c1O	0.8	-1.1	-7	13
COc1ccc(C2/C(=C(/O)c3ccc(F)cc3)C(=O)C(=O)N2CCCCCC(=O)O)cc1 (stereo not drawn)	0.0	1.6	11	2
O=C(c1ccccc1)N1CCC(C2(Cc3ccc(F)cc3)NC(=O)N(CC3CC3)C2=O)CC1 (stereo not drawn)	1.0	-1.0	10	-6
COc1ccc(CN2CCCCC2CO)c(OC)c1 (stereo not drawn)	0.0	-1.2	-8	1
Cc1ccc(C)n1-n1cnc2sc3c(c2c1=O)CCCCC3	-0.4	-0.3	7	9
Cc1ccsc1/C=C1\Sc2ccccc2C1=O	-0.5	-0.3	0	17
Cc1cccc(C(=O)Nc2nnc(/C(C#N)=C/c3ccc(N(C)C)cc3)s2)c1	0.1	1.7	0	14
CC(=O)Oc1ccc2c(C)cc(=O)oc2c1C(C)=O	0.1	1.0	7	-8
CC(C)(C)C(=O)Nc1nc2ccc(S(C)(=O)=O)cc2s1	1.2	-1.0	-33	12
O=C(CNC(=O)Cc1ccccc1)NCC(=O)OCC(=O)c1ccccc1Cl	0.1	-1.4	5	15
N#Cc1ccc(/C=N/Nc2ccccc2Cl)cc1	-0.2	-0.7	-17	-7
O=C(O)CN(CCN(CC(=O)O)CC(=O)O)CCN(CC(=O)O)CC(=O)O	-0.1&-0.1	8.1*!	6	41&16
O=C(Nc1ccnn1C1CCN(Cc2ccc(-n3cccn3)cc2)CC1)C1CCCC1	0.7	0.0	1	-1

Further records.
SMILES	FBW7 activator	GPR151 ag	TEAD-YAP inh	MITF primary
CCOCCCNC(=O)c1ccc2c(c1)ncn2-c1cc(Cl)ccc1OC	0.0	0.2	-2	-15
Cc1ccc(Nc2nc(Cl)nc(N(C)C#N)n2)cc1	-0.1	-0.6	-4	-4
O=C(Cn1cnc2c(nnn2-c2ccc(F)cc2)c1=O)NCc1ccco1	-0.3	0.8	2	3
COc1ccccc1CNC(=O)c1ccc2nc(-c3cc(OC)c(OC)c(OC)c3)c(-c3cc(OC)c(OC)c(OC)c3)nc2c1	0.2	0.0	10	14
O=S(=O)(Cc1ccc(Cl)cc1)NCC1(c2ccccc2)CCOCC1	0.5	-0.1	-3	15
CCC(=O)c1ccc(N2CCN(C(=O)c3ccc(Br)cc3)CC2)c(F)c1	-0.1	1.8	7	3
O=C(Nc1ccc2c(c1)OCO2)c1csc(Nc2ccc3ncccc3c2)n1	0.1	2.9	-11	3
Cc1ccc(C)c2c1CC(C)(C)NC2=O	-0.1	-0.1	2	8
CCOC(=O)Nc1sc2c(c1C(N)=O)CCCCCC2	0.1	2.2	-9	5
CCN(CC)CCNC(CC(=O)Nc1cccc([N+](=O)[O-])c1)C(=O)O (stereo not drawn)	-0.1	-0.1	5	-5
CC(Sc1ccc(Cl)cc1)C(=O)N/N=C/c1ccccc1O (stereo not drawn)	-0.2	2.8	14	-22
COc1ccc(CN2CCNC(=O)C2CC(=O)NCCc2c[nH]c3ccccc23)c(F)c1 (stereo not drawn)	0.2	-0.6	21	13
Cc1onc(-c2ccccc2Cl)c1C(=O)NNC(=O)c1cccc(Br)c1	-0.1	1.5	0	14
Cc1ccc(NC(=O)CSc2nnc(CNC(=O)c3c(F)cccc3Cl)o2)c(C)c1	0.0	-1.2	2	-12
O=C(c1cccnc1)N1CCN(Cc2ccccc2Br)CC1	0.1	0.5	-5	40
COc1ccc(Cl)cc1NC(=O)c1cc2cc([N+](=O)[O-])cc(OC)c2oc1=O	-0.1	3.4	-8	3
Cc1cccn2c(CN(C)CC3Cc4ccccc4O3)c(C(=O)N3CCCCC3)nc12 (stereo not drawn)	-0.1	-0.5	2	-10
NC(=O)c1cc[n+](CC(=O)N2CCCCCC2)cc1	-0.1	-1.2	0	-4
Cc1cccc(Cc2c(C)nc3c(C(=O)NCc4ccc5c(c4)OCO5)cnn3c2C)c1	0.7	-0.2	2	-16
CCOCCCNC(=O)c1ccc2c(c1)NC(=O)CS2	1.1	-1.0	-12	20
COCCNc1c(N)n(CC(C)C)c(=O)[nH]c1=O	0.1	1.6	4	11
CC(C)(C)c1ccc(C(=O)NCC(=O)OCc2ccc([N+](=O)[O-])cc2)cc1	0.0	-0.4	-6	17
NS(=O)(=O)c1ccc(NN=C2CCN(Cc3ccccc3)CC2)c([N+](=O)[O-])c1	-0.1	0.6	-7	-1
CCC(CC)NC(=O)CN1C(=O)c2ccccc2S1(=O)=O	-0.1	-0.7	0	-1
COc1ccc(C2C(C(=O)Nc3ccc(F)cc3)CCC(=O)N2c2ccc(OC)cc2)cc1 (stereo not drawn)	0.1	-0.6	2	-4

Given field by field: 2 of the compounds above
> O=S(=O)(Cc1ccc(Cl)cc1)NCC1(c2ccccc2)CCOCC1
  FBW7 activator: 0.5	GPR151 ag: -0.1	TEAD-YAP inh: -3	MITF primary: 15
> CCC(=O)c1ccc(N2CCN(C(=O)c3ccc(Br)cc3)CC2)c(F)c1
  FBW7 activator: -0.1	GPR151 ag: 1.8	TEAD-YAP inh: 7	MITF primary: 3

Later entries
SMILES	FBW7 activator	GPR151 ag	TEAD-YAP inh	MITF primary
CCNc1nc(NCC)n2c(SCC(=O)Nc3cc(Cl)cc(Cl)c3)nnc2n1	-0.1	-0.5	7	14
C[n+]1cc(-c2ccc3ccccc3n2)cc2ccccc21	0.0	0.0	-42	15
CCOC(CNC(=O)c1ccc2c(c1)ncn2-c1cc(OC)ccc1OC)OCC	-0.1	0.9	2	0
O=C(NC1CC1)c1ccc(NC2=NC3CS(=O)(=O)CC3S2)cc1 (stereo not drawn)	-0.1	-1.2	-5	-7
O=C(Nc1cc(-c2ccncc2)c[nH]c1=O)c1ccc2c(c1)OCO2	0.0	-0.6	-5	5
O=C(COc1ccc(F)cc1)Nc1nnc(S(=O)(=O)N2CCc3ccccc32)s1	0.2	1.2	2	-2
CSCC(C)N1CCC(Oc2cccc(C(=O)N(C)CCN(C)C)c2)CC1 (stereo not drawn)	0.0	1.2	8	4
N#C/C(=C/c1ccc(-c2ccc([N+](=O)[O-])cc2)o1)C(=O)NC1CCCC1	-0.4	1.3	3	13
C=CCn1c(COc2cccc3ccc(C)nc23)nnc1SC	-0.2	0.7	-8	-12
O=C(c1ccco1)N1CCN(C(=O)c2c(F)cccc2F)CC1	0.1	-1.0	12	14
CCOc1ccc(C2C(C(=O)Nc3cc(OC)c(OC)c(OC)c3)c3ccccc3C(=O)N2CCN2CCOCC2)cc1 (stereo not drawn)	0.1	1.5	1	16
COc1ccc(C2CC(=O)C3=C(C2)Nc2ccccc2NC3c2c(F)cccc2Cl)cc1 (stereo not drawn)	-0.1	2.0	-2	-9
CCOC(=O)c1c(C2COc3ccccc3O2)csc1NC(=O)c1ccc(OC)c(OC)c1 (stereo not drawn)	-0.1	-0.4	7	-13
COc1ccc(-c2noc(CN3CCCN(c4ccc(F)cc4)CC3)n2)cc1	0.3	0.5	2	14
CCc1ccc(NC(=O)N[C@H]2C[C@H]3C(=O)N4CCC[C@@H]4C(=O)N3C2)cc1	0.0	-1.3	3	11
CCc1nc2sccn2c(=O)c1C(=O)NC(C)COC (stereo not drawn)	0.3	3.7	-7	7
CCN(CC)CCNc1nc2c(c(=O)n(C)c(=O)n2C)n1Cc1cccc(F)c1	0.1	-0.7	3	16
Cc1ccc(NC(=O)Nc2ccc(F)cc2)nc1	-0.1	0.3	-34	7
Cc1ccccc1N/N=C1/COC(C)(C)CC1=O	0.0	-0.5	-17	10
Cc1ccc(N=C2S/C(=C\c3ccccc3)C(=O)N2c2ccc(C)cc2)cc1	0.0	-0.2	0	1
N#Cc1c(/N=C/c2cc([N+](=O)[O-])ccc2O)sc2c1CCC2	1.6	-1.2	9	36
COc1cc(/C=C(\C#N)C(=O)Nc2cccc(C)c2)cc([N+](=O)[O-])c1O	0.0	-1.1	-4	4
CC1CC(=O)C(CC(=O)O)C1C[N+](=O)[O-] (stereo not drawn)	0.1	-0.4	11	-15
COC(=O)C(CC(C)C)NS(=O)(=O)c1ccccc1[N+](=O)[O-] (stereo not drawn)	0.1	1.0	5	2
CCOC(=O)c1cnc2c(OC)cccc2c1N1CCN(c2ccccc2)CC1	0.0	-0.8	8	12
